# HepG2 viability: kills HepG2 cells in TGF-b inhibitor counter-screen | Potency, µM (titrated, usually from 46.1 µM), without a hit: at the highest dose activity change, negative = cytotoxicity, most hits filed as cytotoxic | HepG2 CAGA-GFP viability, ATP luminescence, 18 h | 410,000 compounds, 0.76% hits | AID 588856; further: potency means the concentration at half of the fitted maximal effect; some results filed as inactive show a strong effect at the top dose
#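 CellTiter-Glo luminescence gave cytotoxicity after 18 hours at 37 degrees C. The cells were HepG2 CAGA-GFP in 1% FBS DMEM, stimulated with 500 pg/mL TGF-beta after compound addition. %Activity was normalised to no-cell wells (complete cell-killing) and DMSO (no toxicity), and curves were fitted and classified.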
# Nrf2 inh: Nrf2 pathway inhibition; A549 ARE-Fluc reporter, luciferase luminescence, 18-24 h; Potency, µM (highest dose often 46 µM), without a hit: at the top dose activity change, negative = inhibition, usual class: inhibitors; 360,000 compounds, 2.1% hits; AID 504444; further: potency means the concentration at half of the fitted maximal effect; on the % scale 0 is the no-effect control and ±100 the full control effect; nearly all actives have a fitted effect of over 60% in size
#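 Reporter: ARE-Fluc in A549. Exposure: 18-24 h, 37 °C, 5% CO2, 5% FBS OPTI-MEM. Readouts: fluorescent cytotoxicity (CellTiter-Fluor), then luminescent Nrf2 signal after BugLite.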
# A549 viability: kills or reduces viability of A549 cells in Nrf2 counter-screen; 390,000 compounds, 0.16% hits; A549 ARE-Fluc cells, CellTiter-Fluor viability, 18-24 h; AID 504648; Potency, µM (top dose mostly 46 µM), without a hit: top-dose activity change, negative = cytotoxicity, hits mostly inhibitors; further: potency means the concentration at half of the fitted maximal effect; on the % scale 0 is the no-effect control and ±100 the full control effect
#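 Cytotoxicity counterscreen: CellTiter-Fluor fluorescence was measured in A549 ARE_Fluc cells after 18-24 h of compound exposure in a concentration series. The subsequent BugLite luminescent read reports ARE-luciferase activity.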
# CCT chaperon mod: modulators of cytosolic chaperonin (CCT/TRiC) activity; purified chaperonin ATPase assay, HTRF ADP detection, 30 min; activity change, % (concentration not given with the values), hits read low; 360,000 compounds, 0.3% hits; in the data active means activity change below about -30%; further: on the % scale 0 is the no-effect control and ±100 the full control effect
#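 We incubate TRiC, 40 or 20 nM final, with library compounds at 76 uM and 10 uM ATP for 30 min at 37 °C. ADP formed is detected with Transcreener HTRF reagents after 30 min at room temperature.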
# Mm-Cpn inhibitor: M. maripaludis TRiC chaperonin inhibition; purified Mm-Cpn ATPase, ADP Transcreener TR-FRET; Potency, µM (top dose mostly 76.9 µM), inactives show at the highest dose activity, negative = inhibition, usual class: inhibitors; 330,000 compounds, 0.031% hits; AID 504842; further: potency means the concentration at half of the fitted maximal effect; on the % scale 0 is the no-effect control and ±100 the full control effect; nearly all actives have a fitted effect of over 80% in size
#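 ATPase read-out: TR-FRET ADP immunoassay (anti-ADP Eu cryptate vs ADP-d2), ex 320 nm, em 590/665 nm; signal drops as ADP forms. Enzyme 25 nM, ATP 10 uM, 30 min at 37°C after 10 min compound preincubation.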
# TGFb SMAD3 inh: blocks TGF-b signaling; HepG2 CAGA-GFP TGF-b/SMAD3 reporter, GFP fluorescence, 18 h; TGF-beta stimulated, 500 pg/mL final; Potency, µM (titrated, usually from 46.1 µM), for inactives: top-dose activity, negative = inhibition, hits mostly inhibitors; 410,000 compounds, 1.2% hits; AID 588855; further: potency means the concentration at half of the fitted maximal effect; on the % scale 0 is the no-effect control and ±100 the full control effect; nearly all actives have a fitted effect of over 65% in size
#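 Inhibition of TGF-beta-driven CAGA-GFP reporter expression in HEPG2 cells is measured by cellular GFP fluorescence after 18 h stimulation with 500 pg/mL recombinant TGF-beta in 1% FBS medium at 37 degrees C.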
# Nrf2 activator: activates Nrf2 signaling; 410,000 compounds, 0.31% hits; AID 624171; AREc32 ARE-luciferase reporter (MCF7-derived line), luminescence, 24 h; Potency, µM (series often up to 46.1 µM), without a hit: top-dose activation, most hits filed as activators; further: potency means the concentration at half of the fitted maximal effect; % of control where 0% means no effect; nearly all actives have a fitted effect of over 65% in size
#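 Cells of the AREc32 ARE-luciferase line are plated in OPTI-MEM containing 5% FBS and left overnight at 37 deg C. Compounds are pinned in, incubation continues 24 hr, and firefly luciferase signal is then measured.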
# Abeta rescue: restores growth of yeast expressing A-beta42 peptide. 410,000 compounds, 0.063% hits. yeast expressing A-beta42, growth rescue, OD600, 48 h; response scale: 0% DMSO, 100% iron-clioquinol control. Potency, µM (top dose mostly 46.1 µM), without a hit: at the top dose growth rescue, most hits filed as activators. AID 1347071; further: potency means the concentration at half of the fitted maximal effect; nearly all actives have a fitted effect of over 55% in size
#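 Growth rescue measured by 600 nm absorbance after 48 h yeast culture at 30 C with compound. Values normalized between DMSO and an equimolar ferric chloride plus clioquinol control.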
# pAkt inh: inhibitors of Akt phosphorylation. AID 651550. activity change, % for hits at 50 µM. Neuro2A IGF-stimulated pAkt S473 HTRF, 20 min; active compounds read low. 360,000 compounds, 0.32% hits; in the data active means activity change below about -80%; inconclusive means mostly about -51% to -80%; further: on the % scale 0 is the no-effect control and ±100 the full control effect
#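 Neuro2A cells in DMEM with 0.5% FBS, overnight at 37 deg C, given compound at single 50 µM final, then IGF (6 nM final) for 20 min at 37 deg C. Lysed; phospho-Akt Ser473 by HTRF after 24 h, 665/615 ratio.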
# Active calls of the source: *; i = inactive; ? = inconclusive; . = no result given; & = joins results of further samples; [ ] = another dose, or the depositor's remark. Unless noted, the call rests on the fitted dose curve; in most records, active means well fitted curve in the direction sought with a large enough effect; inconclusive means small, poorly fitted or top-dose-only effect, or another doubt; inactive means no such curve, though single readings can be large; an effect the other way counts as inactive or inconclusive.
(1) Cc1cc2c(cc1S(=O)(=O)N(C)CC(=O)Nc1ccc(C#N)cc1)OCC(=O)N2
(2) Nc1nc(C23CC4CC(CC(C4)C2)C3)cs1
(3) Cc1cc(C)c(C(O)c2ncc(-c3ccccc3Cl)[nH]2)c(C)c1 (centres undefined)
(4) Cc1ccc(S(=O)(=O)N(CC(=O)N2CCCC2)C2CCCCC2)cc1
(5) CCc1cccc(C)c1NC(=O)C1CCN(c2nn3c(=O)cc(C)nc3s2)CC1
(6) Cc1ccc(-c2ccc(CCC(=O)O)n2-c2cccc(C(=O)O)c2)cc1
(7) Cc1ccc(CN(C(=O)c2csnn2)C(C(=O)NC2CCCC2)c2ccc(C)o2)cc1 (centres undefined)
(8) COC(=O)CC(C(=O)Nc1cc(C(=O)OC)cc(C(=O)OC)c1)N1CCN(C)CC1 (centres undefined)

compound no.,1,2,3,4,5,6,7,8
Mm-Cpn inhibitor,.,0%,.,1%,1%,-10%,-6%,.
A549 viability,?,27%,.,1%,1%&10%,1%,-20%,7%
Abeta rescue,-6%,34%,-20%,3%,5%&-16%,6%,12%,7%
Nrf2 inh,.,10%,.,-20%,?,26%,-16%,-15%
TGFb SMAD3 inh,?,-5%,-18%,-7%,-11%&1%,7%,-19%,-1%
pAkt inh,.,i,i,i,i,i,i,i
Nrf2 activator,1.4%,-0.1%,-0.5%,0.1%,0.1%&2.8%,-0.2%,-0.1%,-0.3%
HepG2 viability,-22%,-20%,-25%,-7%,-19%&3%,13%,-5%,-5%
CCT chaperon mod,.,-1.8,-3.3,-0.6,0.5,-1.6,-1.6,-1.1

(9) S=c1[nH]c(-c2ccccc2)cn1/N=C/c1ccccc1Br
(10) O=C(NNS(=O)(=O)Cc1ccccc1)c1ccc([N+](=O)[O-])cc1
(11) CC(C)C(NC(=O)c1ccccc1F)C(=O)NCCCn1ccnc1 (centres undefined)
(12) COc1ccc(/C=C(/CC(=O)Nc2ccccc2)c2nc3ccccc3s2)cc1
(13) CCC(c1nnnn1C(C)(C)C)N(Cc1cccs1)Cc1cc2cc(C)c(C)cc2n2nnnc12 (centres undefined)
(14) O=C(Nc1cccc(Cl)c1)NC1CCCCC1
(15) CCCCOc1ccc(C2CC(=O)NC2=O)cc1 (centres undefined)
(16) COc1ccc(-c2noc(CC(=O)Nc3cc(OC)ccc3OC)n2)cc1

compound no.,9,10,11,12,13,14,15,16
Mm-Cpn inhibitor,-6%,0%,0%,0%,.,0%,1%,.
A549 viability,8%,5%,-3%,11%,-2%,.,4%,-2%
Abeta rescue,?,0%,-2%,5%,8%,20%,4%,-14%
Nrf2 inh,14%,2%,0%,?,3%,?,15%,?
TGFb SMAD3 inh,-18%,0%,-3%,-13%,-4%,-12%,4%,13%
pAkt inh,i,i,i,i,i,i,i,.
Nrf2 activator,?,-0.7%,0.5%,3.3%,0.6%,0.3%,0.0%,0.9%
HepG2 viability,-1%,-28%,12%,1%,-24%,-25%,0%,-18%
CCT chaperon mod,2.8,0.0,2.1,0.4,-2.0,-4.8,1.2,.

(17) CCOc1ccccc1NC(=O)CSc1nnnn1C1CCCC1
(18) CC[C@H](NC(=O)/C=C/[C@H]1O[C@@H](n2cc(C)c(=O)[nH]c2=O)C[C@@H]1O)c1ccccc1
(19) C=Cn1cc[n+](CC(=O)c2cccs2)c1
(20) O=C(Cn1cc(COc2cc(F)cc(F)c2)nn1)c1ccc(O)cc1
(21) CCNC(=O)C1(C)CCN(C(=O)c2ccc(F)c(Cl)c2)C1 (centres undefined)
(22) COc1cc2c(cc1OC)C(C(=O)N1CCN(c3ccccc3)CC1)C(c1cccs1)N(C)C2=O (centres undefined)
(23) O=C(O)c1ccccc1C(=O)Nc1ccccc1
(24) O=C(Cc1cccc2ccccc12)Nc1cc(Cl)ccc1C(=O)O

compound no.,17,18,19,20,21,22,23,24
Mm-Cpn inhibitor,1%,.,2%,.,.,0%,0%,-3%
A549 viability,10%,.,-1%,-2%,.,-14%,-7%,-1%
Abeta rescue,-3%,-14%,-9%,2%,0%,3%,9%,11%
Nrf2 inh,-12%,.,?,13%,.,15%,-2%,-14%
TGFb SMAD3 inh,-18%,2%,0%,-10%,1%,-14%,-23%,?
pAkt inh,i,i,i,i,i,i,i,i
Nrf2 activator,-0.4%,-0.7%,0.3%,0.0%,-1.1%,8.1%,-0.4%,-0.2%
HepG2 viability,-3%,-4%,8%,-18%,0%,-8%,-5%,-19%
CCT chaperon mod,-2.3,0.7,-1.0,-0.9,-4.3,0.2,1.4,-2.6

(25) Cc1cccc(NC(=S)N(C)C2(c3ccccc3Cl)CCCCC2=O)c1 (centres undefined)
(26) COc1ccc(-c2c(=O)n(OCc3nc4ccccc4[nH]3)c3ccccc3[n+]2[O-])cc1
(27) COc1cc2c(cc1OC)CN(C(=O)CSc1ccc(F)cc1)CC2
(28) NC(=O)Cn1c(=O)n(-c2ccccc2)c(=O)c2oc3ccccc3c21
(29) O=C1C2C3CCC(O3)C2C(=O)N1c1nccs1 (centres undefined)
(30) Cc1cc(C)c(S(=O)(=O)Nc2cccc3cccnc23)c(C)c1
(31) COc1cc(CN2CCC(n3nccc3NC(=O)c3ccc4c(c3)OCO4)CC2)ccc1O
(32) CC(/C=N/NC(=S)Nc1cccc(S(=O)(=O)N(C)C)c1)c1ccccc1 (centres undefined)

compound no.,25,26,27,28,29,30,31,32
Mm-Cpn inhibitor,2%,2%,-1%,2%,.,.,2%,1%
A549 viability,-2%,-5%,0%,-9%,-1%,-16%&-1%,-12%,1%
Abeta rescue,1%,10%,-20%,-31%,7%,.,-11%,8%
Nrf2 inh,.,-15%,-4%,-11%,3%,2.9µM*,3%,-7%
TGFb SMAD3 inh,0%,0%,2%,-2%,4%,?,9%,0%
pAkt inh,i,i,i,i,i,.,i,i
Nrf2 activator,-0.5%,3.2%,-0.4%,-0.4%,0.0%,.,0.3%,0.0%
HepG2 viability,2%,14%,-2%,-42%,9%,-24%,4%,9%
CCT chaperon mod,1.6,1.2,-1.2,-0.5,-2.5,.,-1.4,1.0

(33) CCOC(=O)C1(CCOc2ccccc2)CCN(Cc2ccc3c(c2)OCCO3)CC1
(34) O=C(c1ccccc1)C1CCN(C(=O)C2CCC(=O)N(Cc3ccccc3F)C2)CC1 (centres undefined)
(35) CC1CN(S(=O)(=O)N2CCOCC2)CCN1S(=O)(=O)N1CCOCC1 (centres undefined)
(36) CN1CCN(S(=O)(=O)c2ccc(NC(=O)c3ccccc3F)cc2)CC1
(37) Cc1ccc(CN2CCC(C(=O)NCCC(C)C)CC2)o1
(38) COC(=O)CNC(=O)c1cccc(Cl)c1
(39) COc1ccc(C(=O)C(C)OC(=O)CNC(=O)c2ccco2)cc1 (centres undefined)
(40) O=C(COC(=O)c1cc(Cl)ccc1O)NC(=O)NCc1ccccc1

compound no.,33,34,35,36,37,38,39,40
Mm-Cpn inhibitor,-1%,-1%,-2%,-1%,0%,0%,0%,-2%
A549 viability,-11%,0%,-4%,1%,8%,1%,12%,-2%
Abeta rescue,4%,-14%,10%,5%,-1%,3%,-10%,27%
Nrf2 inh,18%,3%,-6%,2%,-5%,0%,7%,-1%
TGFb SMAD3 inh,-10%,-8%,24%,1%,0%,3%,-8%,17%
pAkt inh,i,i,i,i,i,i,i,i
Nrf2 activator,0.3%,4.4%,2.7%,-1.0%,2.2%,0.4%,0.7%,-0.1%
HepG2 viability,-18%,0%,-3%,0%,7%,-2%,-4%,15%
CCT chaperon mod,-3.5,0.8,-0.7,-0.5,2.1,-1.6,1.1,-1.1

# Next section, overlapping the part above by three compounds.
(38) COC(=O)CNC(=O)c1cccc(Cl)c1
(39) COc1ccc(C(=O)C(C)OC(=O)CNC(=O)c2ccco2)cc1 (centres undefined)
(40) O=C(COC(=O)c1cc(Cl)ccc1O)NC(=O)NCc1ccccc1
(41) Cn1c(=O)c(=O)n(C)c2cc(S(=O)(=O)NCCN3CCN(c4ccccc4F)CC3)ccc21
(42) O=C(CSc1nc2nc(-c3cccs3)cc(C(F)(F)F)c2c(=O)[nH]1)Nc1c(F)c(F)c(F)c(F)c1F
(43) CN1C=C/C(=C\c2cc[n+](C)c3ccccc23)c2ccccc21
(44) Cc1[nH]n(-c2ccc(F)cc2)c(=O)c1/C=N/c1sc2c(c1C#N)CCCC2
(45) Nc1ccc2c(c1)Nc1ccccc1CC2
(46) CC(OC(=O)c1cccc(O)c1)C(=O)N(C)Cc1ccccc1 (centres undefined)
(47) O=C(CC1C(=O)NCCN1Cc1ccc(F)cc1Cl)NC1CCCCCCC1 (centres undefined)

compound no.,38,39,40,41,42,43,44,45,46,47
Mm-Cpn inhibitor,0%,0%,-2%,-1%,-3%,-3%,-1%,0%,-2%,-1%
A549 viability,1%,12%,-2%,1%,-13%,?,-1%,0%,1%,-7%
Abeta rescue,3%,-10%,27%,-21%,12%,-35%[inhibitor],0%,?,27%,7%
Nrf2 inh,0%,7%,-1%,4%,?,5.8µM*,4%,1%,-21%,0%
TGFb SMAD3 inh,3%,-8%,17%,-15%,-16%,?,?,5%,21%,6%
pAkt inh,i,i,i,i,i,i,i,i,i,i
Nrf2 activator,0.4%,0.7%,-0.1%,-0.9%,0.0%,-0.5%,3.1%,5.3%,1.6%,-1.3%
HepG2 viability,-2%,-4%,15%,-6%,-18%,-49%,-39%,-20%,24%,-21%
CCT chaperon mod,-1.6,1.1,-1.1,0.3,-0.8,1.6,0.0,-0.2,-2.6,-0.5
